Bioassay records (PubChem BioAssay)
HTT ATP protect: Huntington cell model cytoprotection by ATP luminescence; PC12 HTT-Q103 induced, cytoprotection, ATP luminescence, 40 h; Potency, µM (highest dose often 56.4 µM), for inactives: cytoprotection (ATP increase), usual class: activators; 0.14% of 230,000 active; AID 1471;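 also: % of control where 0% means no effect; nearly all actives have a fitted effect of over 45% in size; toxic huntingtin expression switched on by the ecdysone agonist tebufenozide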
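Quantitative HTS on tebufenozide-induced (100 nM) PC12 cells expressing HTTQ103 exon 1–GFP; compounds tested as a concentration series; survival measured via cellular ATP.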
Tau fibril ThT: tau fibrillization inhibition (ThT binding); 2.1% of 270,000 active; AID 1460; Potency, µM (top dose mostly 57.4 µM), without a hit: at the highest dose activity, negative = inhibition, usual class: inhibitors; recombinant tau K18 P301L, heparin-induced fibrillization, ThT fluorescence; also: % is scaled to controls: 0 for no effect and ±100 for the full control effect; nearly all actives have a fitted effect of over 55% in size
Target sequence (P10636 561-689 P618L limits assumed): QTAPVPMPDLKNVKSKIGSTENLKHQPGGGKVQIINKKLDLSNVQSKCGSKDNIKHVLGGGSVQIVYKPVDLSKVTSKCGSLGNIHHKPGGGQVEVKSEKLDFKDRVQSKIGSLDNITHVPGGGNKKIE
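Recombinant human tau K18 fragment […] carrying P301L, 15 uM unlabeled plus 0.24 uM Alexa 594-labeled, was fibrillized with 20 uM heparin in 100 mM sodium acetate pH 7 for 6 hr at 37 C; 30 uM ThT fluorescence read after 1 hr.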
HttQ103 aggreg: mutant huntingtin aggregation inhibition | PC12 HttQ103-GFP aggregates, Acumen cytometry, 40 h | Potency, µM (top dose mostly 46.1 µM), inactives show at the top dose activity change, negative = inhibition, usual class: inhibitors | 1.1% of 220,000 active; also: % is scaled to controls: 0 for no effect and ±100 for the full control effect; nearly all actives have a fitted effect of over 60% in size
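Huntingtin Q103 exon 1–GFP aggregates in induced PC12 cells (100 nM tebufenozide) were quantified by cytometry from lysates, with compounds dosed in titration.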
ALDH1A1 inh: inhibitors of human aldehyde dehydrogenase 1A1; P00352; Purified ALDH1A1, NADH fluorescence, propionaldehyde substrate; Potency, µM (highest dose often 75.3 µM), inactives show at the top dose activity, negative = inhibition, usual class: inhibitors; 7.3% of 220,000 active; active = well fitted inhibition curve with a large enough effect, not every such curve was filed as active; inconclusive = small, poorly fitted or top-dose-only effect, or another doubt; inactive = no such curve, though single readings can be large or run the other way;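 also: plate controls were no enzyme wells and a reference inhibitor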
Target sequence (P00352 whole entry, looked up): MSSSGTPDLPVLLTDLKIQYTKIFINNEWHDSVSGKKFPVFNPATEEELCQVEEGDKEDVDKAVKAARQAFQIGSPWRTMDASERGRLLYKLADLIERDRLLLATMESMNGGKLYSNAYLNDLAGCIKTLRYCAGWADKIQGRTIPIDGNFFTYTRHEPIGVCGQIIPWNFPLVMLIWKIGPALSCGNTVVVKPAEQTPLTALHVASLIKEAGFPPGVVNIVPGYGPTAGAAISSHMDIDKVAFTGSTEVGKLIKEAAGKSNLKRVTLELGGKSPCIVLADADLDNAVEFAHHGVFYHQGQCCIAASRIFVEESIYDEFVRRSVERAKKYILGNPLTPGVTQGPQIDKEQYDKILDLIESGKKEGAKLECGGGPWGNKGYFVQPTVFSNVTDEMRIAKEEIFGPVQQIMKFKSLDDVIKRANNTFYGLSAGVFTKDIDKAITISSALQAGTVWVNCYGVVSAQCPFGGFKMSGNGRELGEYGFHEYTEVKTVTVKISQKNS
Tau fibril FP: blocks human tau fibril formation measured by polarization; 0.39% of 280,000 active; AID 1468; Potency, µM (doses to about 57.7 µM), for the others: at the highest dose activity, negative = inhibition, most hits filed as inhibitors; K18 P301L tau heparin fibrillization, Alexa594 FP, 6 h; P10636; also: % is scaled to controls: 0 for no effect and ±100 for the full control effect; nearly all actives have a fitted effect of over 55% in size
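Steps: dispense K18 P301L tau (15 uM plus 0.24 uM Alexa 594 tracer, final) in pH 7 sodium acetate; add compound; add heparin (20 uM final); incubate 6 hr, 37 C; add ThT (30 uM final); after 1 hr ambient, read FP.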
JMJD2E inh: blocks human JMJD2E demethylase activity; B2RXH2; JMJD2E catalytic domain, FDH-coupled NADH fluorescence (FDH is formaldehyde dehydrogenase); Potency, µM (doses to about 57.1 µM), for inactives: at the highest dose activity change, negative = inhibition, hits mostly inhibitors; 1.6% of 230,000 active; AID 2147; active = well fitted inhibition curve with a large enough effect, not every such curve was filed as active; inconclusive = small, poorly fitted or top-dose-only effect, or another doubt; inactive = no such curve, though single readings can be large or run the other way;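 also: 0% = wells with enzyme and -100% = buffer wells without enzyme; nearly all actives have a fitted effect of over 50% in size; many of its hits are not listed in these tables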
Target sequence (B2RXH2 1-337 limits assumed): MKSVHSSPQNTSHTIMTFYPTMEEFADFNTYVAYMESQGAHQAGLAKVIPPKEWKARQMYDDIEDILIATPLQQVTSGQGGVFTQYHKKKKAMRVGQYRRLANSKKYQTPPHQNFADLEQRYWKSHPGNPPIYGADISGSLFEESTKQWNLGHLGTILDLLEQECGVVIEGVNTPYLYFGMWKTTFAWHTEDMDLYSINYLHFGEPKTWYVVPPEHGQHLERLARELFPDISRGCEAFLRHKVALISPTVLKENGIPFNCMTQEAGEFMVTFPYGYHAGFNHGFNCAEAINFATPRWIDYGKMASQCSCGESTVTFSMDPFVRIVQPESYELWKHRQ
Tau fluor cs: counter-screen for tau fibril formation inhibitors; tau K18 P301L (four-repeat tau fragment) Alexa594 fluorescence, heparin fibrillization; Potency, µM (highest dose often 57.7 µM), without a hit: top-dose activity change, negative = decrease; 0.93% of 280,000 active; also: % is scaled to controls: 0 for no effect and ±100 for the full control effect; nearly all actives have a fitted effect of over 55% in size
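Human K18 P301L tau (15 uM unlabeled plus 0.24 uM Alexa 594-labeled, final) in 100 mM sodium acetate pH 7 was mixed with compound and 20 uM heparin and incubated 6 hr at 37 C.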
SMN2 splice enh: enhancers of SMN2 splice variant expression. Potency, µM (top dose mostly 46.1 µM), without a hit: at the highest dose activity change, positive = activation, hits mostly activators. 2.8% of 210,000 active. HEK293 SMN2-luciferase splicing reporter, luminescence, 30-36 h; also: % of control where 0% means no effect; nearly all actives have a fitted effect of over 55% in size
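qHTS luciferase splicing reporter: luminescence rises when SMN2 exon 7 is included in transfected HEK293 cells. Compound exposure lasted 30-36 h at 37C, with 4.5 mM final sodium butyrate as control, followed by a ONE-Glo read.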
Starred values were filed as active, the others as inactive; ? = inconclusive; . = not tested or not shown; & = joins results of further samples; [ ] = dose if it differs, or a comment. Unless noted, calls follow the shape of the dose curve; as a rule, active = well fitted curve in the direction sought with a large enough effect; inconclusive = small, poorly fitted or top-dose-only effect, or another doubt; inactive = no such curve, though single readings can be large; an effect the other way counts as inactive or inconclusive. Potency is read from the fitted curve at half-maximal effect. Not all compounds are listed (hit frequency here may not be typical).

SMILES	HTT ATP protect	Tau fibril ThT	HttQ103 aggreg	ALDH1A1 inh	Tau fibril FP	JMJD2E inh	Tau fluor cs	SMN2 splice enh
S=c1[nH]nc(CSCc2ccccc2Cl)n1-c1ccccc1	-22%	-12%	8%	4.5µM*	2%	-5%	-10%	-5%
Cc1nn(-c2ccccc2)c(N2CCCC2)c1C=O	-27%	-1%	?	-4%	7%	-11%	1%	-2%
O=C(NC1CCCCC1)C12CC3CC(C1)CC(n1cncn1)(C3)C2	-11%	4%	-7%	-3%	4%	-2%	6%	-6%
CCOC(=O)CCn1cnc2ccc([N+](=O)[O-])cc2c1=O	.	-3%	5%	10%	5%	-1%	-1%	14%
CC(NC(=O)CNC(=O)C(Cc1ccccc1)NC(=O)OCc1ccccc1)C(N)=O (stereo not given)	7%	4%	23%	-6%	3%	-4%	5%	-3%
COC(=O)[C@@H]1C[C@@]2(O)[C@@H](O)[C@@H](O)[C@@H](O)C[C@H]2N1Cc1ccc(C(F)(F)F)cc1	-12%	-3%&14%	-7%[9.22 µM]	-4%	-6%&0%	-28%&3%	-3%&25%	-7%
COc1cccc(OC)c1NC(=O)C1CCCN1C(=O)NCc1ccccc1 (stereo not given)	-12%	-7%	-10%	3%	6%	0%	3%	31%
COC(C[C@H]1O[C@@H]1[C@@H](O)[C@H](C)OCc1ccccc1)OC	-14%[10 µM]	-7%	9%[9.22 µM]	.	0%	5%	-5%	.
Cc1ccc(-c2nc(CSCC(=O)N3CCCC3)c(C)o2)cc1	-21%	-1%	3%	?	-8%	-28%	-3%	-40%[inhibitor]
O=C(O)c1ccc(-c2nnn(Cc3ccccc3F)n2)cc1	5%[10 µM]	-1%	3%[9.22 µM]	.	0%	0%	-2%	.
COc1ccc2c(c1)C(=O)N(c1ccc(C)cc1C)C(=O)C2	.	-12%	28%	?	-2%	-16%	-6%	-8%
CCOC(=O)c1c(C)nc2sc(C(N)=O)c(N)c2c1-c1ccc(OC)cc1	9%	?	-32%	6%	15%	0%	-22%	-2%
CCC(NS(=O)(=O)c1ccc(C)cc1)C(=O)N1CCN(c2ccccn2)CC1 (stereo not given)	29%	-2%	-4%	6%	6%	-1%	2%	-5%
CCOc1ccc(-c2ccc(/C=C3/C(=N)N4C=CSC4=NC3=O)o2)c([N+](=O)[O-])c1	12%[10 µM]	?	?	-1%	-8%	-10%	-23%	-9%
CN(C)S(=O)(=O)c1cccc2nsnc12	-19%[10 µM]	-5%	-2%	10%	-7%	4%	-3%	3%
O=C1Nc2ccc(F)cc2C12Nc1ccccc1-c1nnc(SCc3ccccc3F)nc1O2 (stereo not given)	-13%	25µM*	-5%	?	?	1%	?	-9%
COc1ccccc1CNC(=O)CC(C)C	?	8%	?	2%	2%	-3%	7%	-12%
CCc1ccc(NC(=O)Cn2c(=O)n(CCc3ccccc3)c(=O)c3sc4ccccc4c32)cc1	.	10%	.	.	?	.	-5%	9%
O=C(O)Cc1ccc(NC(=O)Nc2ccc(Br)cc2)cc1	-17%[10 µM]	-3%	5%[9.22 µM]	5%	-2%	-11%	-21%	.
O=C(Cn1c(=O)n(-c2ccccc2)c(=O)c2ccc(C(=O)NCc3ccc4c(c3)OCO4)cc21)Nc1ccc(F)c(Cl)c1	.	6%	.	.	25µM*	.	-25%	-4%
COc1ccc(C2C(C#N)=C(C)NC3=C2C(=O)CC(C)(C)C3)cc1 (stereo not given)	8%	-15%	5%	?	-4%	?	-14%	-29%
CCn1nc(-c2ccccc2)c(-c2ccccc2)c(C(=O)OCCOC)c1=O	.	3%	.	.	-5%	.	4%	16%
Cc1ccc(C(=O)OCC(=O)c2c[nH]c3ccccc23)cc1S(=O)(=O)N1CCCCC1	?	2%	-9%	-10%	?	16%	?	-14%
COc1ccc(Cl)cc1NC(=O)Cn1ncc2c3ccccc3n(Cc3ccccc3)c2c1=O	.	8%	.	.	?	.	-19%	0%
CCOC(=O)C1CCCN(c2c(N3CCN(C)CC3)c(=O)c2=O)C1 (stereo not given)	-4%	-14%	19%	-12%	-2%	-5%	-5%	-18%

Following part:
SMILES	HTT ATP protect	Tau fibril ThT	HttQ103 aggreg	ALDH1A1 inh	Tau fibril FP	JMJD2E inh	Tau fluor cs	SMN2 splice enh
Cn1c(=O)c2c(ncn2CCNC2=NCCCCC2)n(C)c1=O	24%[10 µM]	-12%	16%	6%	1%	12%	2%	9%
Nc1cccc2c1C(=O)N(C(=O)c1ccco1)C2=O	24%[10 µM]	-13%	-2%[9.22 µM]	-6%	-1%	?	-1%	.
O=C1CCN1C1(C(=O)NC2CCCCC2)CCCC1	.	3%	11%	15%	-5%	3%	1%	2%
COC(=O)c1sccc1NC(=O)c1ccc(C)s1	-12%[1.9 µM]	-13%	-13%	?	-7%	-7%	-15%	.
Cc1cc(/C=C(\C#N)C(=O)NC2CC2)c(C)[nH]1	-15%[10 µM]	-3%	2%	9%	3%	?	-1%	11µM*
Fc1ccc(Oc2cc(N3CCOCC3)nc(-c3ccccc3)n2)c(F)c1	-3%[10 µM]	-7%	-27%	?	-13%	?	-22%	-23%
Cc1ccc(S(=O)(=O)Cn2nnnc2C(c2ccccc2)N2CCN(c3ncccn3)CC2)cc1 (stereo not given)	-1%[10 µM]	-3%	-5%	-13%	13%	-2%	-15%	-20%
CN(C)c1ccc(C(=O)Nc2nnc(-c3ccc(Cl)cc3)o2)cc1	25%[10 µM]	?	?	?	8%	?	8%	-14%
COc1ccccc1CNC(=O)CSc1nc(-c2ccc(OC)c(OC)c2)cc(C(F)(F)F)n1	.	-17%	.	.	-9%	.	-24%	17%
Nc1c(S(=O)(=O)c2cccs2)c2nc3ccccc3nc2n1Cc1ccccc1	-7%	-4%	-2%	?	?	?	-28%	-4%
CN(CCc1cn[nH]c1)Cc1nc(Cc2ccccc2F)no1	12%[10 µM]	-3%	2%[9.22 µM]	0%	0%	13%	-2%	.
Cc1cc(O)c(-c2ccnc3cc(-c4ccccc4)nn23)cc1Cl	.	-17%	.	.	?	.	?	2%
CCc1ccc(N(CC)C(=O)Cn2c(=O)oc3ccccc32)cc1	.	-4%	.	.	4%	.	-12%	3%
O=C(Nc1ccc2c(c1)oc1ccccc12)c1ccncc1	-25%	-11%	8%	?	6%	?	-3%	-23%
O=S(=O)(NCCc1cn2ccccc2n1)c1ccc2c(c1)CCCC2	.	-12%	7%	?	-13%	-13%	-9%	-19%
COc1ccc(OC)c(CCNC(=O)C2CCN(c3nnc(-n4cccc4)s3)CC2)c1	-11%	?	1%	-2%	0%	5%	-19%	-11%
O=[N+]([O-])c1cc(/C=N/O)ccc1Sc1ccccc1	7%	?	?	?	-5%	4%	?	-38%[inhibitor]
Cc1ccccc1Cn1nc(C)c(NC(=O)c2sc3ccccc3c2Cl)c1C	-61%[inhibitor]	-15%	?	11%	0%	-7%	5%	-50%[inhibitor]
Cc1cc(C(F)(F)F)n2ncc(C(=O)O)c2n1	16%	-7%	5%	9%	-8%	1%	-5%	-3%
CC1=C(C(=O)OC(C)C)C(c2ccc(Br)s2)NC(=O)N1C (stereo not given)	13%	-1%	-4%	-2%	12%	4%	1%	-2%
N#C/C(=C/c1ccc(N2CCOCC2)o1)c1ccc(Cl)cc1	?	16µM*	?	13µM*	?	?	?	?
COc1cc2c(cc1OC)CN(c1nc(-c3cccnc3)nc3ccccc13)CC2	?	?	12%	?	-1%	-14%	-10%	17%
O=C(NCCSCc1ccccc1)c1ccc(C2SCC(=O)N2Cc2ccccc2)cc1 (stereo not given)	-26%	-10%	-26%	?	-5%	-9%	-20%	-29%
C=CCOc1cccc(C2/C(=C(\O)c3ccc(F)cc3)C(=O)C(=O)N2CCN(C)C)c1 (stereo not given)	10%	-7%	-10%	-4%	9%	-4%	-1%	.
CC(=O)c1ccc(N/N=C2/CCCNC2=O)cc1	11%[10 µM]	?	13%[9.22 µM]	?	0%	-5%	-7%	.
O=S(Cc1ccc(Cl)cc1)CC(O)(c1ccccc1)c1ccccc1 (stereo not given)	-11%	-7%	-6%	8%	6%	3%	-12%	-17%
CCc1cc[n+](-c2nc3ccccc3nc2C(=C=[N-])C#N)cc1	-5%	?	22%	-5%	-1%	-4%	-12%	9%

Full records from above:
Results for Fc1ccc(Oc2cc(N3CCOCC3)nc(-c3ccccc3)n2)c(F)c1 → HTT ATP protect = -3%[10 µM]; Tau fibril ThT = -7%; HttQ103 aggreg = -27%; ALDH1A1 inh = ?; Tau fibril FP = -13%; JMJD2E inh = ?; Tau fluor cs = -22%; SMN2 splice enh = -23%
Results for CN(C)c1ccc(C(=O)Nc2nnc(-c3ccc(Cl)cc3)o2)cc1 → HTT ATP protect = 25%[10 µM]; Tau fibril ThT = ?; HttQ103 aggreg = ?; ALDH1A1 inh = ?; Tau fibril FP = 8%; JMJD2E inh = ?; Tau fluor cs = 8%; SMN2 splice enh = -14%

Some values from the entries so far.
`Cc1ccc(C(=O)OCC(=O)c2c[nH]c3ccccc23)cc1S(=O)(=O)N1CCCCC1` @ Tau fibril ThT: 2%
`COC(=O)[C@@H]1C[C@@]2(O)[C@@H](O)[C@@H](O)[C@@H](O)C[C@H]2N1Cc1ccc(C(F)(F)F)cc1` @ Tau fibril FP: -6%&0%
`Cc1ccc(S(=O)(=O)Cn2nnnc2C(c2ccccc2)N2CCN(c3ncccn3)CC2)cc1` (stereo not given) @ Tau fibril FP: 13%
`COc1ccccc1CNC(=O)CSc1nc(-c2ccc(OC)c(OC)c2)cc(C(F)(F)F)n1` @ Tau fibril ThT: -17%
